# CHO-K1 Ca antag: nonselective inhibitor or artifact in parental CHO-K1 cells. ATP-induced calcium, Fluo-8 fluorescence. inhibition, % at 3 µM. hit rate 0.6% among 360,000. AID 602250;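 active means inhibition above a per-plate cutoff, the plate's mean sample inhibition plus 3 SD, cut at about 24% in these data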;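 further: 0% = DMSO plus EC80 ATP and 100% = DMSO alone without ATP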
# CHRM1 PAM: human CHRM1 positive allosteric modulation. AID 588819. P11229. hit rate 0.088% among 360,000. activation, % at 3 µM. CHO-K1 hM1, Fluo-8 calcium fluorescence, ACh EC20; 0% = ACh EC20, 100% = maximal ACh; in the data active means activation above about 19%, passing the limit was not always enough
# Target sequence (P11229 whole entry, looked up): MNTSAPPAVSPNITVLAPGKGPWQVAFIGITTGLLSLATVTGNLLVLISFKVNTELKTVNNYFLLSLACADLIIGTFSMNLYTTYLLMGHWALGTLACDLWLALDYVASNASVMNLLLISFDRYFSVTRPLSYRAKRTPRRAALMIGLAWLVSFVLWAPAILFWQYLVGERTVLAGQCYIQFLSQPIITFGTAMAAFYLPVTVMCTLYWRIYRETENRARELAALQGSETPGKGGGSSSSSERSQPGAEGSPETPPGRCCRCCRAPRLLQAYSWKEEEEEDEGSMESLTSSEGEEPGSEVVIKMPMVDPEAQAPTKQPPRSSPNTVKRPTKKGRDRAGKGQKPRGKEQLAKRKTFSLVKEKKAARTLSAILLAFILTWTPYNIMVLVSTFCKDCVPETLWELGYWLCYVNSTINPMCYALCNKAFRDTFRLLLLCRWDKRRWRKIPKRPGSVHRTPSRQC
# M4 ag: CHRM4 agonism in calcium assay | P08173 | CHO-K1 hM4/Gqi5, Fluo-8 calcium fluorescence; vehicle 0%, full acetylcholine response 100% | activation, % at 3 µM | hit rate 0.14% among 360,000 | AID 624127;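 active means activation above the run mean over all test wells plus 3 SD, cut at about 32% in these data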;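 further: peak over basal fluorescence ratio per well then scaled between controls; 0% = DMSO wells and 100% = acetylcholine at EC100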
# CHO parental Ca: counter-screen for OX1R antagonists: effect in parental CHO cells; parental CHO-K1, ATP-induced calcium, Fluo-8 fluorescence; inhibition, % at 5.6 µM; hit rate 0.63% among 330,000; AID 463079;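 active means inhibition above that plate's mean sample inhibition plus 3 SD, cut at about 26% in these data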;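 further: 0% = ATP-challenged DMSO wells and 100% = DMSO wells without ATP; some compounds past the cut are filed as inactive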
#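 Test system: untransfected parental CHO cell line; also added: ATP stimulus; dosing: 5.6 µM, single dose; signal: calcium-sensitive Fluo-8 fluorescence; measure: percent inhibition of ATP-evoked calcium rise, normalized to controls; benchmarks: low control ATP plus DMSO, high control DMSO only; replication: one well per compound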
# M4 antag: antagonists of human muscarinic M4 receptor (CHRM4) | P08173 | CHO-hM4 cells, ACh EC80, Fluo-8 calcium fluorescence | inhibition, % at 3 µM | hit rate 0.73% among 360,000;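 active means inhibition above its plate's cutoff, the mean inhibition of sample wells plus 3 SD, cut at about 27% in these data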;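 further: 0% = acetylcholine EC80 with DMSO and 100% = DMSO without agonist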
# OXTR potentiator: potentiates the human oxytocin receptor response; P30559; CHO-OTR cells, Fluo-8 calcium fluorescence, potentiator mode; 0% = oxytocin EC15, 100% = EC100; activation, % at 3 µM; hit rate 0.061% among 320,000; AID 2445;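 active means activation above that plate's cutoff, the mean activation of tested compounds plus 3 SD, cut at about 6.6% in these data, passing the limit was not always enough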;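 further: 100% uses oxytocin at 75 nM as the full agonist control; some results filed as inactive read as strong as hits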
# Target sequence (P30559 whole entry, looked up): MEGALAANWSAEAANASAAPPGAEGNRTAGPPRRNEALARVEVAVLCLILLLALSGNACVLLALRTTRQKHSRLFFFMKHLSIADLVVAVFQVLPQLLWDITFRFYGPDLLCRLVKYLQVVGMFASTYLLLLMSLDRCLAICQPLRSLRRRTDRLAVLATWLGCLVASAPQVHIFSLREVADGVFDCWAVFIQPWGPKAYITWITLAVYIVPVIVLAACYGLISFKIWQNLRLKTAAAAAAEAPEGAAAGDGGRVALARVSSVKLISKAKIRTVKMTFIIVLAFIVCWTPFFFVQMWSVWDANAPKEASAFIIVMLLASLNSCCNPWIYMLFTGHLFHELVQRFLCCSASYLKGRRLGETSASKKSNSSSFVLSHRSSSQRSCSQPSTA
#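 Material: human OTR in CHO cells. Compound: 3.0 µM, one dose. Timing: compound 6 min at room temperature before oxytocin, 100 s read. Evaluation: % activation of max/min ratio relative to oxytocin controls. Replication: single well per compound, singlicate. Signal: Fluo-8 calcium dye fluorescence.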
# M1 ag parental: nonselective activator or artifact in parental CHO-K1 cells; Fluo-8 calcium fluorescence; scaled to maximal ATP response, vehicle zero; activation, % at 3 µM; hit rate 0.48% among 360,000; in the data active means activation above about 15%;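 further: untransfected CHO-K1 host cells lacking M1 receptor as counterscreen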
# M1 ag: agonists of human M1 muscarinic receptor; P11229; CHO-K1 hM1, Fluo-8 calcium fluorescence, agonist mode; 0% DMSO, 100% acetylcholine EC100; activation, % at 3 µM; hit rate 0.33% among 360,000;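 active means activation above the run's mean compound activation plus 3 SD, cut at about 16% in these data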;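 further: peak over basal fluorescence ratio within a 140 s kinetic read after compound addition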
# M1 antag: blocks human M1 muscarinic receptor | CHO-K1 hM1, Fluo-8 calcium fluorescence, ACh EC80 antagonist | inhibition, % at 3 µM | hit rate 1.3% among 360,000;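 active means percent inhibition above its own plate's cutoff, namely the mean of that plate's compound wells plus 3 SD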;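 further: peak over basal fluorescence ratio during 140 s after agonist addition; 0% = ACh EC80 plus DMSO and 100% = DMSO alone without agonist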
# * marks the source's active call; other numbers are inactive results; / = no result given.
SMILES,CHO-K1 Ca antag,CHRM1 PAM,M4 ag,CHO parental Ca,M4 antag,OXTR potentiator,M1 ag parental,M1 ag,M1 antag
CC1(C)CC2(CC(C)(C)NC(=O)N2)NC(=O)N1,10,9,0,-5,7,-3,-0.2,0,-9
O=C(COc1ccc(Cl)cc1)Nc1nnc(-c2ccco2)o1,-18,16,0,6,-6,-5,1.4,-3,-17
Cc1ccc2nc(SC(C)C(=O)NCc3ccc4c(c3)OCO4)[nH]c2c1 (stereo not given),0,12,0,-15,6,-2,0.6,-10,-11
O=C(c1ccc(N2CCCCC2)c([N+](=O)[O-])c1)N1CCN(c2ccccn2)CC1,-9,4,6,-23,7,0,3.7,-3,-4
O=C(/C=C/c1ccc(F)cc1)NCc1cccs1,-7,2,1,-4,0,-5,-0.1,-8,-2
CC(C)(C)C(=O)NC1CC2CCCC(C1)N2C(=O)Nc1ccccc1F (stereo not given),3,6,1,0,6,-14,0.1,-8,-7
Nc1nnnn1/N=C/c1cc(Cl)ccc1O,-9,0,4,-7,-4,-3,1.5,-1,-2
CC(C)c1ccc(C(C)NCCS(=O)(=O)c2ccc(Cl)cc2)cc1 (stereo not given),-12,10,1,-19,3,-5,1.6,0,-17
CC(C)Cn1c(CCNC(=O)c2ccco2)nc2ccccc21,-7,10,1,-18,-13,-3,1.2,-2,-15
C/C=C/c1ccc(OCCOc2ccc(C=O)cc2)c(OC)c1,12,0,2,2,2,-10,0.0,-7,-5
O=C(c1ccc2[nH]c(=O)c(=O)[nH]c2c1)N1CCc2ccccc21,-15,6,1,-2,-10,-6,1.2,-2,-9
NC(=O)c1ccccc1NC(=O)CSc1nc2ccccc2c(=O)[nH]1,-4,-1,0,-7,3,-2,0.3,-1,1
O=C(COC(=O)c1ccc(F)cc1)NCC1CCCCC1,-14,11,1,-11,1,3,0.0,-2,-8
CCN(C(=O)/C=C/c1ccc(OC)cc1)C1CCS(=O)(=O)C1 (stereo not given),11,5,1,-5,2,-10,0.4,-2,-8
CCSc1nsc(NC(=O)Nc2ccc(F)cc2F)n1,20,-6,13,74*,8,-8,8.8,2,13
O=C(NCc1ccc(N2CCCC2=O)cc1)c1ccc(F)cc1,-8,7,1,-8,5,4,1.2,-5,0
O=C(c1cc(-c2ccncc2)nc2ccccc12)N1CCN(c2ccccn2)CC1,-3,-15,24,-14,1,-4,5.5,0,23
C(=C\c1ccccc1)/CN1CCN(C(c2cc3ccccc3o2)c2nnnn2C2CCCC2)CC1 (stereo not given),14,-16,1,/,5,/,-0.1,-6,-1
CN(C)c1ccc(-n2cccc2/C=N/n2cnnc2)cc1,-11,11,1,-1,-4,0,0.4,-7,-4
O=C(CCN1C(=O)/C(=C/c2ccc(F)cc2)SC1=S)NCCc1ccc(O)cc1,-19,6,8,-2,-2,-9,4.8,3,-2
CCS(=O)(=O)Nc1ccc(C2=NN(S(=O)(=O)CC)C(c3cccs3)C2)cc1 (stereo not given),-5,1,3,-6,3,-3,1.6,-4,-5
Cc1c(Cl)cccc1N=C(N)N=C(N)N,11,-4,1,-5,-8,-1,0.9,-11,4
N#CC(C(=O)c1ccccc1)=C1SCCS1,-11,12,0,-13,9,-10,1.1,-6,-16
Cn1cccc1CNC(=O)Nc1ccc(Cl)c(Cl)c1,21,-7,4,0,6,-2,1.0,0,16
O=C(CN1C(=O)NC(c2ccccc2)(c2ccccc2)C1=O)NCCc1ccc(F)cc1,-13,4,15,-17,-8,-3,4.4,3,-2

# Next part, starting with the last seven of the part before.
SMILES,CHO-K1 Ca antag,CHRM1 PAM,M4 ag,CHO parental Ca,M4 antag,OXTR potentiator,M1 ag parental,M1 ag,M1 antag
CN(C)c1ccc(-n2cccc2/C=N/n2cnnc2)cc1,-11,11,1,-1,-4,0,0.4,-7,-4
O=C(CCN1C(=O)/C(=C/c2ccc(F)cc2)SC1=S)NCCc1ccc(O)cc1,-19,6,8,-2,-2,-9,4.8,3,-2
CCS(=O)(=O)Nc1ccc(C2=NN(S(=O)(=O)CC)C(c3cccs3)C2)cc1 (stereo not given),-5,1,3,-6,3,-3,1.6,-4,-5
Cc1c(Cl)cccc1N=C(N)N=C(N)N,11,-4,1,-5,-8,-1,0.9,-11,4
N#CC(C(=O)c1ccccc1)=C1SCCS1,-11,12,0,-13,9,-10,1.1,-6,-16
Cn1cccc1CNC(=O)Nc1ccc(Cl)c(Cl)c1,21,-7,4,0,6,-2,1.0,0,16
O=C(CN1C(=O)NC(c2ccccc2)(c2ccccc2)C1=O)NCCc1ccc(F)cc1,-13,4,15,-17,-8,-3,4.4,3,-2
O=C(C1CCN(Cc2cccs2)CC1)N1CCN(Cc2ccc3c(c2)OCO3)CC1,-9,9,2,4,9,-2,1.6,-12,-9
COc1cccc(NC(=O)Nc2nccc(C)n2)c1,-6,10,2,-8,-4,1,1.0,-3,-8
O=C(c1cnc2n(c1=O)CCS2)N1CCN(c2ccc([N+](=O)[O-])cc2)CC1,-4,2,0,-6,-6,-3,1.1,-7,-6
O=C(COC(=O)c1ccc[nH]c1=O)NCC1CCCO1 (stereo not given),-11,0,1,-5,1,-9,0.4,-1,-21
CCN(CCNC(=O)C1CCN(S(=O)(=O)c2cccc3cccnc23)CC1)c1ccccc1,2,-7,8,-12,5,-2,3.0,-6,4
CC(C)(C)NC(=O)CN(Cc1cccs1)C(=O)CNS(=O)(=O)c1ccc(F)cc1,-3,13,3,6,-6,-8,0.0,-1,-10
COc1cc(CCC(=O)Nc2nnc(C)s2)cc(OC)c1OC,3,7,0,-16,3,-9,0.4,-2,-8
CCCCc1nc(Cl)c(C#N)c2c1CSC(C)(C)C2,1,5,-1,-22,-6,-2,0.0,-7,0
O=C(CC1N=C2c3ccccc3N=C(SCc3ccc(F)cc3)N2C1=O)NCc1ccco1 (stereo not given),-10,5,0,-10,-10,-4,0.3,-3,-8
CCC(=O)Nc1nc(-c2cc([N+](=O)[O-])cs2)cs1,-9,4,2,-12,5,0,0.8,-3,-8
Cc1cc(C)nc(SCC(=O)Nc2ncc(Cc3cccc(Cl)c3Cl)s2)n1,-5,9,2,-15,-12,-5,0.0,-5,-2
Cc1cc(NS(=O)(=O)c2ccc(NC(=O)c3cc(-c4cccnc4)nc4ccc(Cl)cc34)cc2)no1,-7,-1,2,-9,-5,-7,0.0,-4,1
Cc1cc(C(=O)N2CCCC(CCC(=O)N3CCN(c4ccccn4)CC3)C2)c(C)o1 (stereo not given),-10,8,2,-19,-1,3,1.0,-7,-9
CCCN(C)C1CN(Cc2cn(Cc3cccc(Cl)c3)nn2)S(=O)(=O)C1 (stereo not given),-12,/,1,/,-9,/,1.6,/,/
O=C(C1=C(O)C(=O)N(Cc2ccccc2)C1c1ccco1)c1ccco1 (stereo not given),-4,8,0,6,1,-5,0.6,-2,-10
COc1ccc(C(=O)NCC(C)(C)N2CCOCC2)cc1S(=O)(=O)NCc1ccc(Cl)cc1,-20,9,1,/,-5,/,2.0,-5,-4
COC(=O)c1c(NC(=O)c2ccco2)sc2c1CCC2,-10,4,-2,-20,5,-1,0.3,-5,-7
Cn1c(NCc2cccnc2)nc2c1c(=O)n(Cc1ccccc1F)c(=O)n2C,8,2,1,9,-3,-5,0.4,-7,1
COc1ccccc1N1CCN(C(=O)Cn2nc(C(F)(F)F)c3c2CCC3)CC1,15,5,0,-6,19,-9,0.0,1,1
O=S1(=O)c2ccccc2C(CCO)N1Cc1ccccc1 (stereo not given),-10,7,1,-3,-10,0,2.4,-1,-2
O=C(NCCCN1CCOCC1)c1cc(S(=O)(=O)N2CCOCC2)ccc1Cl,-9,6,2,-10,-4,3,1.3,-4,-14
COc1ccc(N2C(=O)CSC2c2ccc(F)cc2)cc1 (stereo not given),3,6,0,-1,-5,-14,-0.1,-8,-7
Cc1nn(-c2ccc(F)cc2)c2sc(C(=O)N3CCCCCC3)cc12,-4,7,0,-14,-5,-12,0.5,-1,-6
CCOC(=O)C1=C(C)C2C3C(=O)N(c4cc(C)ccc4C)C(=O)C3C1(C)C1C(=O)N(c3cc(C)ccc3C)C(=O)C21 (stereo not given),-3,7,1,-11,-5,-5,0.4,-6,-5
CCOC(=O)N1CCN(C(=S)Nc2cccc(C)c2C)CC1,5,1,0,3,0,-3,-0.3,19*,-9
CCOc1ccc(-c2csc(NC(=O)c3cccc(N4C(=O)CCC4=O)c3)n2)cc1,-4,11,8,11,6,-12,2.5,5,6
CCOC(=O)c1cc(NC(=O)CSc2nnc(CN3CCOCC3)n2C)ccc1Cl,0,3,-2,-16,-10,-9,-0.3,-3,3
CCN(C(=O)COC(=O)/C=C/c1ccc(Cl)c(Cl)c1)c1c(N)n(Cc2ccccc2)c(=O)[nH]c1=O,-24,9,1,/,-6,/,0.7,-1,-3
COCCn1cnc2c1c(=O)n(CC(=O)NN)c(=O)n2Cc1ccccc1,11,13,2,-18,10,-9,0.7,-3,-14

# Results in M4 antag, M1 antag and OXTR potentiator (two entries from above):
Molecule,M4 antag,M1 antag,OXTR potentiator
O=C(C1=C(O)C(=O)N(Cc2ccccc2)C1c1ccco1)c1ccco1 (stereo not given),1,-10,-5
COc1ccc(C(=O)NCC(C)(C)N2CCOCC2)cc1S(=O)(=O)NCc1ccc(Cl)cc1,-5,-4,/

# Quoted from the listing:
# Cc1cc(C)nc(SCC(=O)Nc2ncc(Cc3cccc(Cl)c3Cl)s2)n1 in M4 ag = 2
# COCCn1cnc2c1c(=O)n(CC(=O)NN)c(=O)n2Cc1ccccc1 in CHO-K1 Ca antag = 11

# Bioassay records deposited in PubChem by The Scripps Research Institute Molecular Screening Center.
